MITF inh = blocks human microphthalmia-associated transcription factor | O75030 | AlphaScreen MITF homodimerization, bead proximity signal | AID 1259374 | 650,000 tested, 0.91% active | inhibition, % at 2.6 µM; in the data active = inhibition above about 50%;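 note: 0% = vehicle wells with protein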
Target sequence (O75030 whole entry, looked up): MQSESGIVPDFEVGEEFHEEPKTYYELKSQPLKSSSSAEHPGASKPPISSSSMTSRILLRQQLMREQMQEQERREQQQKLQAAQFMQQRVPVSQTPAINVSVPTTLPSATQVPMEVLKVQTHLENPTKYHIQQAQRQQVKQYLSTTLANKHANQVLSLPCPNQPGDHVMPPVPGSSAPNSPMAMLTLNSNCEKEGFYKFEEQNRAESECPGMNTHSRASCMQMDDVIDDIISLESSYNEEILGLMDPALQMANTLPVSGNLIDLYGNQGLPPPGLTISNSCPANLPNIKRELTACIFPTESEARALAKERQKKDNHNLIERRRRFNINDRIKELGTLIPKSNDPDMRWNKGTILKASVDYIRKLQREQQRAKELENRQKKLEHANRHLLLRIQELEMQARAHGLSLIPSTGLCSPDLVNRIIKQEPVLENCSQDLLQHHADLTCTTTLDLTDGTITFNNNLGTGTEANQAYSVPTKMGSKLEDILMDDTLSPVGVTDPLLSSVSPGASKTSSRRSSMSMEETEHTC
TEAD-YAP block = TEAD-YAP interaction inhibition. HEK-TIYL cells, TEAD-Gal4/YAP UAS-luciferase luminescence. inhibition, % at 9.12 µM. 640,000 tested, 1.4% active; in the data active = inhibition above about 32%;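 note: 0% = median of test compound wells and 100% = reference inhibitor wells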
FBW7 act = activators of human E3 ligase FBW7; Q969H0; AlphaScreen FBW7–phospho-cyclin E peptide binding, activator screen; normalized activity (activation), % at 26.1 µM; 650,000 tested, 0.13% active; AID 1259310; in the data active = normalized activity above about 1.9%;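 note: purified mutant Fbw7 with reduced substrate affinity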
GPR151 ag = activators of human GPR151. PathHunter beta-arrestin GPR151 cells, luminescence. activation, % at 11.2 µM. Q8TDV0. 650,000 tested, 1% active; in the data active = activation above about 4.9%;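 note: 0% = median of compound wells and 100% = cells with positive control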
Target sequence (Q8TDV0 whole entry, looked up): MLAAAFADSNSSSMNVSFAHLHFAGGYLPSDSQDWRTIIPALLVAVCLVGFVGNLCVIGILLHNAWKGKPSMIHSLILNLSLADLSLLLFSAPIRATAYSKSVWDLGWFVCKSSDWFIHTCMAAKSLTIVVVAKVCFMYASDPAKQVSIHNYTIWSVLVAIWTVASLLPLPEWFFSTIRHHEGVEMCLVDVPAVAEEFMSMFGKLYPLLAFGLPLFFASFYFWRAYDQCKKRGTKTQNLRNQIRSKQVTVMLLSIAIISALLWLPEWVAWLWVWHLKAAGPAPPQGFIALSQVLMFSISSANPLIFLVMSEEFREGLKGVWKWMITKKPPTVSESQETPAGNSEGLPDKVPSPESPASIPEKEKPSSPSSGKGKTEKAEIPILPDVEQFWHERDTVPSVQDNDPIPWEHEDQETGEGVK
Starred values were filed as active, the others as inactive; & = joins results of further samples. Hits appear at their usual frequency (roughly 3.4% active in at least one column).

SMILES	MITF inh	TEAD-YAP block	FBW7 act	GPR151 ag
CCn1nc(C(=O)OCC(=O)NCCN2C(=O)CSC2=O)c2ccccc2c1=O	-19.3	2.4	0.1	1.0
CS(=O)(=O)c1cnc(-c2cccnc2)nc1-c1ccccc1C(F)(F)F	-4.3	10.9	0.0	0.3
CCOC(=O)c1c(N2CCOCC2)c2ccccc2[nH]c1=O	12.8	2.8	0.6	-0.5
COc1ccc(/C=N/NC(=O)C(C)Nc2cccc(C)c2)cc1OC (centres undefined)	-5.3	-8.1	-0.1	1.4
O=C(NC(=S)Nc1ccccc1)c1cccc(F)c1	2.6	-40.5	-0.1	0.0
Cc1ccc(NC(=O)CSCC(=O)Nc2ccc3ccccc3c2)c(C)c1	8.8	6.8	0.1	-0.4
Cc1cccnc1C(c1ccccc1)N(C)C(=O)C1CCN(C(=O)c2ccoc2)CC1 (centres undefined)	-2.0	-5.5	-0.1	-0.1
COCCNC(=O)C1CCC(=O)N1C1CCCCC1 (centres undefined)	0.2	-2.5	-0.1	-0.9
CCSc1nnc2c(n1)[nH]c1c(C)cccc12	-1.1	-28.8	-0.3	0.3
CC1(C)NC(=O)N(CC(=O)OCC(=O)c2ccc(Br)s2)C1=O	4.6	11.6	-0.2	2.5
CC1CCc2c(sc(NC(=O)c3cnccn3)c2C#N)C1 (centres undefined)	7.8	-27.7	-0.1	-1.2
CCc1nnc(N2C(=O)c3ccc(C(=O)O)cc3C2=O)s1	-0.1	-1.5	0.0	1.7
CC(=O)C1=C(C)NC(=O)NC1c1cccs1 (centres undefined)	7.6	4.3	0.2	-0.1
COc1ccccc1NC(=O)CN1CCN(c2ccccc2OC)CC1	16.7	0.3	-0.1	-2.9
O=C(COc1ccc2ccccc2c1Br)N/N=C/c1ccco1	2.5	-7.2	0.0	0.2
O=C(Nc1ccc2oc(-c3cc(Cl)ccc3Cl)nc2c1)c1cccc(Cl)c1	-2.5	-4.1	-0.1	1.5
CCCNC(=O)C(=O)NCC1OCCCN1S(=O)(=O)c1ccc(F)c(C)c1 (centres undefined)	6.1	0.9	-0.1	0.5
COc1ccc(S(=O)(=O)N(CCc2ccccc2)CC(=O)Nc2c(C)cccc2C)cc1	0.8	11.1	0.0	-0.4
COc1ccc(CCNCC(=O)Nc2ccc(C)c(Br)c2)cc1OC	1.1	-11.6	-0.2	1.2
C/C(=C/c1nsc(Nc2ccc(Cl)cc2)n1)NC1CC(C)(C)NC(C)(C)C1	11.7	-24.9	0.6	-0.3
CCOC(=O)C1CCN(c2c(NCc3ccc(Cl)cc3)c(=O)c2=O)CC1	0.7	66.6*	-0.1	-0.6
Cc1cc2cc(CN(C(=O)N3CCOCC3)C3CCCCC3)c3nnnn3c2cc1C	1.4	-5.9	-0.2	0.2
Cc1ccc(C(=O)OCC(=O)c2cccc([N+](=O)[O-])c2)cc1	-5.8	-4.0	-0.1	-1.7
CC1CCN(C(=O)c2cc(COc3c(F)cccc3F)on2)CC1	-1.5	-4.8	-0.1	1.6
NC(=O)c1ccc(-n2nnnc2Oc2ccccc2C(=O)N2CCOCC2)cc1	-3.4	-4.3	0.0	2.8
O=C(Cn1ncc2c(=O)oc3ccccc3c21)NCCc1ccc(Cl)cc1	-2.3	2.3	0.0	0.9
O=C1CC(C(=O)Nc2ccc(Cl)cc2Cl)C2(CCCCC2)O1 (centres undefined)	1.2	-5.7	0.0	0.3
COC(=O)c1cccc(-c2ccc(OC)cc2)c1	-7.3	-16.1	-0.1	2.1
CCSc1nc2sccn2c(=O)c1C(=O)NCCCOC	1.7	-0.6	-0.1	-0.3
Cc1ccc(NCN2C(=O)c3ccc([N+](=O)[O-])cc3C2=O)cc1	-9.9	-1.4	0.1	-1.5
COc1ccc(-c2[nH]nc3c2C(c2ccc(C)o2)C(C#N)=C(N)O3)cc1 (centres undefined)	5.2	4.5	-0.5	-0.7
CN(Cc1ccccc1)C(=O)[C@H]1C[C@@H](c2ccco2)NS(=O)(=O)N1C	20.2	-2.8	0.0	1.2
Cc1c(C(=O)O)ccc2c1N[C@@H](c1cccc(Cl)c1)[C@H]1CC=C[C@@H]21	76.5*	-0.5	-0.6	-0.2
COC(=O)Cn1cc(/C=C2\C(=O)NC(=O)N(c3cccc(F)c3)C2=O)c2ccccc21	1.6	12.4	0.0	0.8
COC(=O)c1c(NC(=O)c2cc3ccccc3c(=O)o2)sc2c1CCC2	15.6	2.3	0.3	2.0
Cc1cc(C)cc(C(=O)NCC(=O)OCC(=O)c2cc(C)n(Cc3ccco3)c2C)c1	50.5	-6.8	-0.1	0.8
COC(=O)c1ccc(C(=O)OC)c(NC(=O)COc2ccc(C)cc2Br)c1	-2.9	2.2	0.1	1.6
COc1ccc(OC)c(Cc2nnc(CCC(=O)N(C)CCC3CCCCO3)o2)c1 (centres undefined)	1.9	-50.7	0.1	-0.6
COc1ccc(N2C(=O)CC(SCC(=O)Nc3cccc(Cl)c3)C2=O)cc1 (centres undefined)	11.2	4.5	0.1	2.3
CCc1nnc(NC(=O)c2sc3nc(-c4ccccc4)cc(C(F)(F)F)c3c2N)s1	-16.3	2.8	-0.1	-0.8
CN1C(=O)/C(=C/c2ccccc2F)Sc2ccc(C(=O)N3CCCC3)cc21	-3.2	11.0	0.2	-0.4
Cc1oc(-c2ccccc2F)nc1CN1CCC(C(=O)N2CCCC2)CC1	12.2	7.3	0.4	0.2
CCC12CCCN3CCc4c(n(c5ccccc45)C(=O)C1)C32 (centres undefined)	2.9&-6.9	15.3	-0.3&-0.1	1.2&3.4
Cc1noc(/C=C/c2ccco2)c1S(=O)(=O)N1CCC(C(=O)N2CCN(C)CC2)CC1	0.6	-10.5	-0.4	0.4
Cc1cccc(N(C)c2c(-c3ccccc3)c(=O)c2=O)c1	7.3	-25.4	0.0	0.9
O=C(OCc1ccccc1)c1ccc(Br)o1	13.1	-4.5	1.0	1.9
CC(=O)c1ccc(-c2cnc3c(Nc4cccc(C(F)(F)F)c4)nccn23)s1	9.5	2.7	-0.3	0.2
COc1cccc(OC)c1C(=O)N1CCN(C(=O)c2ccncc2)CC1	-9.6	-3.9	-0.1	0.0
COc1ccc(NC(=O)CSc2nnc(NC(=O)c3ccccc3C(=O)O)s2)cc1	9.1	21.7	0.8	-0.1
Cc1ccc(C2C(C#N)=C(N)N(N(C)C)C3=C2C(=O)CC(C)(C)C3)cc1 (centres undefined)	-1.8	-2.1	-0.1	0.4
CCOC(=O)c1c(C)oc2ccc(N(C(=O)c3ccccc3Cl)S(=O)(=O)c3ccc(C)cc3)cc12	-6.2	1.6	-0.1	-0.5
CCNCCC1CCC(=O)N1CCC(c1ccccc1)c1ccccc1 (centres undefined)	-5.4	6.0	0.6	1.8
COc1ccc(C2C3C(=O)N(Cc4ccccc4)C(=O)C3ON2c2ccccc2)cc1O (centres undefined)	-0.3	19.2	-0.2	-0.6
COc1ccc(-c2noc(CC(=O)Nc3ccc(C)c(F)c3)n2)cc1	-10.8	-11.9	-0.2	-1.9
CCCOc1ccc(C2CC(=O)NC3=C2C(=O)CCC3)cc1 (centres undefined)	13.3	4.9	0.2	-0.4
CCSc1nncc(-c2ccccc2)n1	-2.8	-19.6	-0.1	2.3
O=C(Nc1ccc(C(F)(F)F)cc1)N1C2CCC1CC(O)(c1cccnc1)C2 (centres undefined)	1.8	3.8	0.0	0.4
Cc1cccc(NC(=O)CSc2nc3ccc(N4C(=O)c5cccc6cccc(c56)C4=O)cc3s2)c1C	0.4	7.7	0.1	2.8
CCC(=O)/C=C1/Sc2ccc(OC)cc2N1CC	3.4	7.9	-0.1	-0.8
O=C(CN(c1ccccc1)S(=O)(=O)c1ccccc1[N+](=O)[O-])NC1CCCCC1	14.2	-11.2	0.7	-0.7

Taken from above for reference:
SMILES	MITF inh	TEAD-YAP block	FBW7 act	GPR151 ag
O=C(OCc1ccccc1)c1ccc(Br)o1	13.1	-4.5	1.0	1.9
CC(=O)c1ccc(-c2cnc3c(Nc4cccc(C(F)(F)F)c4)nccn23)s1	9.5	2.7	-0.3	0.2
COc1cccc(OC)c1C(=O)N1CCN(C(=O)c2ccncc2)CC1	-9.6	-3.9	-0.1	0.0
COc1ccc(NC(=O)CSc2nnc(NC(=O)c3ccccc3C(=O)O)s2)cc1	9.1	21.7	0.8	-0.1
Cc1ccc(C2C(C#N)=C(N)N(N(C)C)C3=C2C(=O)CC(C)(C)C3)cc1 (centres undefined)	-1.8	-2.1	-0.1	0.4
CCOC(=O)c1c(C)oc2ccc(N(C(=O)c3ccccc3Cl)S(=O)(=O)c3ccc(C)cc3)cc12	-6.2	1.6	-0.1	-0.5
CCNCCC1CCC(=O)N1CCC(c1ccccc1)c1ccccc1 (centres undefined)	-5.4	6.0	0.6	1.8
COc1ccc(C2C3C(=O)N(Cc4ccccc4)C(=O)C3ON2c2ccccc2)cc1O (centres undefined)	-0.3	19.2	-0.2	-0.6
COc1ccc(-c2noc(CC(=O)Nc3ccc(C)c(F)c3)n2)cc1	-10.8	-11.9	-0.2	-1.9
CCCOc1ccc(C2CC(=O)NC3=C2C(=O)CCC3)cc1 (centres undefined)	13.3	4.9	0.2	-0.4
CCSc1nncc(-c2ccccc2)n1	-2.8	-19.6	-0.1	2.3
O=C(Nc1ccc(C(F)(F)F)cc1)N1C2CCC1CC(O)(c1cccnc1)C2 (centres undefined)	1.8	3.8	0.0	0.4
Cc1cccc(NC(=O)CSc2nc3ccc(N4C(=O)c5cccc6cccc(c56)C4=O)cc3s2)c1C	0.4	7.7	0.1	2.8
CCC(=O)/C=C1/Sc2ccc(OC)cc2N1CC	3.4	7.9	-0.1	-0.8
O=C(CN(c1ccccc1)S(=O)(=O)c1ccccc1[N+](=O)[O-])NC1CCCCC1	14.2	-11.2	0.7	-0.7

Going on with the list:
SMILES	MITF inh	TEAD-YAP block	FBW7 act	GPR151 ag
CC(C)C(=O)NNC(=O)CSc1nnc(CNc2nc(-c3ccccc3)cs2)n1C	3.5	1.9	-0.3	-0.6
O=C(c1ccc(Sc2cccc(Cl)c2)c([N+](=O)[O-])c1)N1CCCC1	-3.8	-5.2	-0.3	0.9
Nc1ccc(NS(=O)(=O)c2ccc3c(c2)OCCCO3)cc1	18.1	-0.1	0.3	6.5*
CSc1ccc(CC2(CCC(=O)NCc3nc4ccccc4n3C)CCC(=O)N2)cc1 (centres undefined)	5.7	-6.7	-0.1	-0.3
CCCCc1nnc(NC(=O)C(=O)OCC)s1	-9.9	-5.4	-0.1	0.6
CCn1c(SCc2nc(-c3ccc(OC)cc3)no2)nnc1-c1ccncc1	9.9	-9.1	0.0	-0.8
Cc1ccccc1C(=O)Nc1ccccc1C(=O)NC(C)(C)C	-8.3	7.5	0.2	0.5
O=C(c1cccc2cc[nH]c12)N1CCc2ccccc2C1	6.9	0.8	-0.1	-0.8
CCOC(=O)c1cccc(C(=O)Nc2cccc(Cl)c2)n1	-3.7	-11.0	-0.1	-1.9
O=C(Nc1ccc(N2CCC(NCC3CCCO3)CC2)cc1)c1cccc(Cl)c1 (centres undefined)	-5.0	-48.6	-0.1	-0.5
O=C(Nc1ccc(-c2noc(-c3ccccc3Br)n2)cc1)c1ccco1	2.5	-50.7	-0.1	0.5
Cc1ccc(N2CCN(C(=O)CCc3nnc4ccc(N5CCOCC5)nn34)CC2)c(C)c1	-2.8	-3.0	0.0	-0.6
COc1ccccc1C(=O)Nc1cc(-c2nc3ncccc3o2)ccc1C	20.2	8.8	0.1	0.7
Cn1c(=O)c(C(=O)Nc2ccccc2C#N)cc2cccnc21	1.8	13.9	-0.1	-0.1
C=CCOc1c(Br)cc(/C=c2\sc3n(c2=O)C(c2ccc(OC)cc2)C(C(=O)OCC)=C(C)N=3)cc1OC (centres undefined)	8.1	1.0	-0.1	0.4
CCOC(=O)c1[nH]cnc1C(=O)Nc1cccc(OC)c1	4.7	19.8	-0.3	-0.5
CC(=O)c1cccc(N=Cc2cccc([N+](=O)[O-])c2O)c1	11.5	-0.9	0.2	-1.3
CC(C)CC(=O)/C=C1/NCC(C)NC1=O (centres undefined)	8.2	-18.3	0.0	-0.9
CCN(CC)S(=O)(=O)c1ccc2c(c1)CCN2C(=O)C1CCC1	-2.5	-15.1	0.1	1.1

Screening results (PubChem)
